Assay outcomes: PubChem, National Center for Advancing Translational Sciences (NCATS)
12-LOX inh = ALOX12 (human) lipoxygenase inhibition | P18054 | purified 12hLO, xylenol orange hydroperoxide absorbance | Potency, µM (highest dose often 108 µM), inactives show top-dose activity change, negative = inhibition, hits mostly inhibitors | actives 1.1% (n = 580,000) | AID 1671190; active means well fitted inhibition curve with a large enough effect; inconclusive means small, poorly fitted or top-dose-only effect, or another doubt; inactive means no such curve, though single readings can be large or run the other way
Target sequence (P18054 whole entry, looked up): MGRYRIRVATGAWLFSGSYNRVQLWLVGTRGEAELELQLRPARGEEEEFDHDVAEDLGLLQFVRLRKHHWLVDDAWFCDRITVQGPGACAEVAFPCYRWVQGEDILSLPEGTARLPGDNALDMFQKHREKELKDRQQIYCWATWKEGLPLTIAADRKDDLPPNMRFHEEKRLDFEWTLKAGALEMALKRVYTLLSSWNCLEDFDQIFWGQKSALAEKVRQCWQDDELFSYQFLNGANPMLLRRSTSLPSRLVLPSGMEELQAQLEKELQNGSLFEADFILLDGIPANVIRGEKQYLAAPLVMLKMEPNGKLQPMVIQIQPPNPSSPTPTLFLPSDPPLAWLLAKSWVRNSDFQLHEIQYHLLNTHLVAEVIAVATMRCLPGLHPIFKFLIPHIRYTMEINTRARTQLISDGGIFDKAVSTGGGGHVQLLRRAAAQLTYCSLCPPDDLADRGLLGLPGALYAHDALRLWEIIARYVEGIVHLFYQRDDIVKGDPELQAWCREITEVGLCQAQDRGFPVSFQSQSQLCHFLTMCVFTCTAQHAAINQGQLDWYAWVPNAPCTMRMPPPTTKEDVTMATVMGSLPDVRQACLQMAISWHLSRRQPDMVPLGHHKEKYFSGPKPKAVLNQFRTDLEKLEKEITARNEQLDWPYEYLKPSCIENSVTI
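Purified human 12hLO (150 nM final) in 25 mM Hepes, 0.01% Triton X-100, pH 7.0 was preincubated 15 min at room temperature with compound. Then 40 uM arachidonic acid was added, 30 min. Hydroperoxide was read by Fe-XO absorbance ratio 573/405 nm.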
Numbers without * were called inactive; ? = inconclusive; [ ] = dose if it differs, or a comment. On the % scale 0 is the no-effect control and ±100 the full control effect; potency means the concentration at half of the fitted maximal effect.

SMILES | 12-LOX inh
COc1ccc(-c2cc3c(=O)n(CCNC(=O)c4cc(F)cc(F)c4)ccn3n2)cc1 | 12.1%
COc1ccc(C(C)(O)c2nc(/C=C/c3ccccc3)cs2)cc1 (stereo not given) | ?
O=C(NC1CCCC1)C(C1CC1)n1c(C2CCCC2)nc2ccccc21 (stereo not given) | -26.5%
CCn1cc(S(=O)(=O)N2CCCC(C(=O)NCc3c(Cl)cnn3CC)C2)c(C)n1 (stereo not given) | -2.8%
O=C(Nc1cnc(-c2ccc(Cl)cc2)nc1)c1cccs1 | 10.2%
CC(NC(=O)CN1CSCC1=O)c1ccccc1Cl (stereo not given) | -9.1%
O=C(c1ccccc1Cl)N1CCC2(CC1)CCN(Cc1cccs1)c1ccccc1O2 | 22.3%
Cc1cc(=O)oc2cc(OCC(=O)N(C)C3(C#N)CCCCC3)ccc12 | 3.7%
CC(=O)Nc1ccc(C(=O)COc2ccc(C(C)=O)cc2)cc1 | -25.5%
COc1ccc(C(O)c2ncc(-c3ccccc3)[nH]2)cc1 (stereo not given) | 8.4%
O=C(CCn1ccn2nc3c(c2c1=O)CCCC3)NCc1ccccc1Cl | 32.6%[activator]
Cc1ccc(NC(=O)C(Sc2nnc(-c3ccoc3C)o2)c2ccccc2)cc1Cl (stereo not given) | -4.5%
CCCCc1cn(CC2CCN(C(=O)c3sc(C)nc3C)CC2)nn1 | 5.3%
CCCCCCCCCCOc1ccc(OC(=O)c2cccnc2)cc1 | -1.4%
Cc1cccc(OCCc2noc(C3CN(C(=O)CCc4ccccc4)C3)n2)c1 | 42.7%[activator]
Cc1ccc(C(=O)N[C@H]2CO[C@H]3[C@@H]2OC[C@@H]3n2nnnc2Oc2ccccc2)cc1 | -0.2%[176 µM]
O=C(NCc1ccccc1)c1cnc2ccccc2n1 | 2.1%
Cc1ccc(F)cc1NC(=O)CN1N=C(c2ccccc2)c2cc(Cl)ccc2S1(=O)=O | ?
Cc1cccc(NC(=O)Nc2ccc(C)n(CC(=O)NCCN3CCCCC3)c2=O)c1 | 8.2%
CCOCC(=O)N1CCCC1c1nc(CCOc2cccc(C)c2)no1 (stereo not given) | 17.8%
CC(C)CNC(=O)Cc1ccc(-n2c(=O)c3ccccc3n(Cc3ccccc3F)c2=O)cc1 | 9.7%
CCNc1cc(N2CCC(CCC(=O)Nc3ccc4c(c3)OCCO4)CC2)ncn1 | 81.3%[activator]
COc1cc(OC)cc(N2C(=O)[C@@H]3C[C@@H](NC(=O)c4ccncc4)CCN3C2=O)c1 | ?
COc1ccc(CCC(=O)N2CCC(N3CC4CC(C3)[C@H]3CCCC(=O)N3C4)CC2)cc1 (stereo not given in full) | 15.3%
C[S+](=O)([O-])N1Cc2ccccc2CC2(CCN(Cc3cccnc3)CC2)C1 | -0.3%[6.33 µM]
(further entries)
SMILES | 12-LOX inh
Nc1nccnc1C(=O)NCC1CCC1 | -47.8%
Cc1nc(-c2cccs2)c(CC(=O)Nc2ccc3c(c2)OCCO3)s1 | 18.4%
COc1ccccc1N1CN(CCCN(C)C)Cn2c1nc(C)c(C)c2=O | -5.9%
Cc1ccc(C(=O)/C=C/c2ccc(F)c(Br)c2)o1 | ?
Cc1ccc(C(C)C)c(OCC(=O)Nc2ccc(S(=O)(=O)Nc3nccs3)cc2)c1 | 1.9%
CCn1c(CC2CCNCC2)nn(Cc2cc(C3CCCCC3)no2)c1=O | -28.8%
CCN1CCN(C(C)CNC(=O)NCc2csc(C)n2)CC1 (stereo not given) | 2.0%
Cn1cccc1C(=O)N1CCC(c2noc(COc3ccc(F)cc3)n2)CC1 | 18.4%
CC[C@H]1CN(C(=O)C2CC2)CC[C@H]1CC(=O)NCc1cccnc1 | 0.6%[176 µM]
CC1=C(C(=O)OCC(F)(F)C(F)(F)F)C(c2ccc3c(c2)OCO3)NC(=O)N1 (stereo not given) | -9.9%
O=C(Cc1ccccc1)OCC(=O)c1ccc(-c2ccccc2)cc1 | -20.0%
Brc1ccc(-c2noc(-c3cccs3)n2)o1 | -3.8%
CN(C)[C@@H]1CO[C@H](CNS(=O)(=O)c2ccccc2)[C@H]1O | 7.3%[176 µM]
COC(=O)c1cnc(NC(=O)Cc2ccc(-c3ccccc3)cc2)s1 | -1.2%
COc1ccc(NC2=NC(C(=O)Nc3cc(Cl)ccc3OC)CC(=O)N2)cc1 (stereo not given) | ?
COc1ccc2c(C(F)(F)F)cc(=S)[nH]c2c1 | 35.5µM*
CC(C)[C@H](NC(=O)c1ccco1)C(=O)N1CCC[C@H]1C(=O)NCc1ccccc1 | -1.3%
CC(=O)NCCC(=O)N1CCCCC1C(=O)Nc1ccc(-n2nc(C)cc2C)cc1 (stereo not given) | 10.8%
COc1cc(C(=O)Nc2ccc(N3CCOCC3)nc2)cc2c1OCCO2 | 52.5%[activator]
Cn1cnc2c1c(=O)n(CC(=O)Nc1ccc(N3CCCCCC3)cc1)c(=O)n2C | ?
COc1ccc(NC(=O)Nc2cccc(-c3ccc(N4CCC(C)CC4)nn3)c2)cc1OC | ?
COCC(=O)NCCc1noc(-c2cccnc2)n1 | -3.2%
FC(F)(F)c1ccccc1Cc1c(-c2ccccc2)nc2ccc(Cl)cn12 | 2.4%
CC1=C(C(=O)OC(C)C)C(c2cccc(Cl)c2Cl)CC(=O)N1 (stereo not given) | -10.9%
COc1ccc(-c2cc(N3CCC(NC(=O)c4ccc(C)s4)CC3)n[nH]2)cc1 | 60.3%[activator]

Quoted from the listing.
COc1ccc(C(O)c2ncc(-c3ccccc3)[nH]2)cc1 (stereo not given) @ 12-LOX inh: 8.4%
Brc1ccc(-c2noc(-c3cccs3)n2)o1 @ 12-LOX inh: -3.8%
FC(F)(F)c1ccccc1Cc1c(-c2ccccc2)nc2ccc(Cl)cn12 @ 12-LOX inh: 2.4%

The main list resumes, repeating the 5 entries before the break.
SMILES | 12-LOX inh
COc1ccc(NC(=O)Nc2cccc(-c3ccc(N4CCC(C)CC4)nn3)c2)cc1OC | ?
COCC(=O)NCCc1noc(-c2cccnc2)n1 | -3.2%
FC(F)(F)c1ccccc1Cc1c(-c2ccccc2)nc2ccc(Cl)cn12 | 2.4%
CC1=C(C(=O)OC(C)C)C(c2cccc(Cl)c2Cl)CC(=O)N1 (stereo not given) | -10.9%
COc1ccc(-c2cc(N3CCC(NC(=O)c4ccc(C)s4)CC3)n[nH]2)cc1 | 60.3%[activator]
C=CCNC(=O)Cc1ccc(N(Cc2ccc(OC)cc2)C(=O)c2ccco2)cc1 | -1.1%
Cn1nc(C2CCN(C(=O)[C@H]3CC(=O)NC(=O)N3)CC2)n(-c2ccccc2)c1=O | 16.4%
COc1ccccc1N1CCN(CC[C@H]2CN(C(=O)Nc3ccccc3)CC[C@H]2CC(=O)O)CC1 | 17.4%
N#Cc1ccc(C(C(=O)NC2CCCCC2)n2c(=O)c(-c3ccccc3)nc3ccccc32)cc1 (stereo not given) | -5.3%
Cc1nc(NC(=O)Cn2nc3c(cc2=O)CCCC3)sc1C | ?
O=C(c1n[nH]c(=O)c2ccccc12)N1CCCC1c1nc2ccccc2s1 (stereo not given) | -21.1%
Oc1ccc2ccccc2c1C=Nc1c(F)c(F)c(F)c(F)c1F | 13.7%
NC(=NCc1ccccc1)NN=Cc1ccnc2ccccc12 | 12.6µM*
COc1ccccc1-c1noc2c1C(=O)NCC2 | 4.0%
COC(=O)CN1CCN(CCC(C)C)CC1 | -2.1%
COC(=O)CO[C@@H]1CO[C@H]2[C@@H]1OC[C@@H]2NC(=S)Nc1cc(C)cc(C)c1 | 70.8µM*
c1ccc(-c2cn3c(n2)CO[C@@H](CNCc2cccs2)C3)cc1 | 36.4%[activator][176 µM]
COc1ccc(-c2noc(-c3nc(Cc4ccccc4)no3)n2)cc1 | 57.6%[activator]
COc1cccc2cc(/C=C/C(=O)c3ccc(C)o3)oc12 | -35.2%
COC(=O)CCNC(=O)N1CCc2[nH]cnc2C1c1cccc(Cl)c1Cl (stereo not given) | 4.3%
O=C(CSc1nc2cc([N+](=O)[O-])ccc2o1)Nc1ccc(F)c(F)c1 | ?
CCOc1ccc(-n2c(SCC(=O)N3CCCc4ccccc43)nc3c(c2=O)SCC3)cc1 | ?
COc1cccc(CC(=O)N[C@@H]2CN(Cc3ccccn3)C[C@H]2CN(C)C)c1 | 112.7%[activator]
Cc1cc2cc3c(=O)[nH]c(=O)cc-3n(CC(O)C(O)C(O)CO)c2cc1C (stereo not given) | -16.6%
COc1ccc([C@H]2C[C@@H](O)[C@@H](O)[C@@H]2NS(=O)(=O)c2ccccc2)cc1 | 7.5%[176 µM]
O=C1NC(=NC2CCCCC2)C2(CCN(Cc3ccc(F)cc3)C2)N1c1cc(F)cc(F)c1 (stereo not given) | 4.5%[6.33 µM]
CCN1C(=O)CCc2cc(NC(=O)c3ccn(CC)n3)ccc21 | 44.5%[activator]
CCNS(=O)(=O)c1ccc(C(=O)N2CCCC2c2ccc3c(c2)OCCO3)cc1 (stereo not given) | 0.9%
Nc1nc(N)c2cc(CNc3ccc(Cl)c(Cl)c3)ccc2n1 | 5.62µM*
COc1ccc(C(=O)NCC(=O)N2CCCCCNC(=O)CC2c2ccccc2)cc1F (stereo not given) | 32.5%[activator]

The final four entries of the section before open the next one:
SMILES | 12-LOX inh
CCN1C(=O)CCc2cc(NC(=O)c3ccn(CC)n3)ccc21 | 44.5%[activator]
CCNS(=O)(=O)c1ccc(C(=O)N2CCCC2c2ccc3c(c2)OCCO3)cc1 (stereo not given) | 0.9%
Nc1nc(N)c2cc(CNc3ccc(Cl)c(Cl)c3)ccc2n1 | 5.62µM*
COc1ccc(C(=O)NCC(=O)N2CCCCCNC(=O)CC2c2ccccc2)cc1F (stereo not given) | 32.5%[activator]
COc1ccccc1-c1ccc2ncc(Nc3ccccc3)n2n1 | 2.1%[176 µM]
CSc1cccc(NC(=O)CNc2ccccc2C(=O)NC2CC2)c1 | ?
COc1ccc(C(=O)/C=C/c2ccc(C(F)(F)F)cc2)cc1F | 34.4%[activator]
C=C(C)CNC(=O)CC1COc2ccc(C(=O)NCCOC)cc2N1C (stereo not given) | 17.0%
Cc1ccc(Cl)c(OCc2n[nH]c(=S)n2C)c1 | 31.6µM*
COc1cc(-c2nc3c(c(=O)[nH]c(=O)n3Cc3ccccc3)n2CC2CCCO2)ccc1O (stereo not given) | ?
COc1ccc(NC(=O)Nc2ccc(F)c(-c3nnc(-c4ccccc4)o3)c2)c(OC)c1 | -1.8%
C[S+](=O)([O-])c1ccc(-c2cc3c(cn2)CN(CCc2ccccc2)CCN3)cc1 | -31.2%[176 µM]
CCCCCc1ccc(-c2ccc(C#N)cc2)nc1 | ?
CCCN1CCN(c2nnc(-n3cccc3CN3CCN(c4ccccc4)CC3)s2)CC1 | 34.5%
CCOC(=O)[C@]12CCC=C1N(Cc1ccccc1)C(=O)[C@H](CC(=O)NCCCN1CCCC1=O)C2 | -8.5%
Cn1nccc1C(O)c1cc2n(n1)CCN(CC(=O)N1CCOCC1)C2 (stereo not given) | ?
O=C(NCCC1CCN(C(=O)Nc2ccc(F)cc2)CC1)C1CCCC1 | 46.5%[activator]
CCn1ncc(N2CCC(NC(=O)CC3CCCCC3)CC2)cc1=O | 35.7%[activator]
CC(NC(=O)c1ccc(Cl)o1)c1nc(-c2ccc(F)cc2)no1 (stereo not given) | -26.1%
COc1ccccc1CNC(=O)C1Cn2cccc2C(=O)N1Cc1cccnc1 (stereo not given) | 40.4%[activator]
Cc1noc(C)c1C(=O)N1Cc2ccccc2CC2(CCN(CC3CCNC3)CC2)C1 (stereo not given) | 2.2%[6.33 µM]
CC(C)N1C[C@@H](Sc2ccccn2)C[C@H]1C(=O)Nc1ccc2c(c1)Nc1ccccc1CC2 | 3.8%
COCCCNC(=S)Nc1ccccc1C(C)(C)C | -41.1%
CC1(Cc2cccc(C(F)(F)F)c2)C(=O)Nc2ccc(-c3ccc(F)c(Cl)c3)cc21 (stereo not given) | ?
O=C(Nc1c(-c2ccccc2)nc2sccn12)c1cccc(S(=O)(=O)N2CCOCC2)c1 | -1.5%
COc1ccc(NC(=O)C2(C)Cc3c(-c4ccc(N(C)C)cc4)ccnc3O2)cn1 (stereo not given) | ?
Cc1cccc(NC(=O)c2cc(C)nc3ccccc23)n1 | 26.2%
CCC(=O)N1CCN(c2nc3c(s2)CC(C(=O)NC2CCCCCC2)CC3)CC1 (stereo not given) | 11.9%
N#Cc1ccc(C(=O)N2CCCCCCNC(=O)[C@@H]3C[C@@H](c4nc(-c5cccnc5)no4)C[C@@H]32)cc1 | 48.2%[activator]
COc1ccc(CNC(=O)c2nnn3c2CN(Cc2cccc(Cl)c2)C(=O)CC3)cc1OC | 11.6%
O=C(NCC1CCCN(C(=O)c2ccc3[nH]ccc3c2)C1)c1ccc(-c2ccccc2)cc1 (stereo not given) | 1.8%
CCc1ccc(NC(=O)N2CCCC(c3noc(COc4ccccc4)n3)C2)cc1 (stereo not given) | 20.6%
Cc1cc(C(=O)N2CCCCC2)c2c(C3CCNC3)noc2n1 (stereo not given) | ?
COCCNC(=O)[C@@H]1C[C@H](Oc2cccnc2)CN1C(=O)c1ccc(OC)cc1OC | -0.4%

Structures listed so far containing a cyano group:
SMILES | 12-LOX inh
Cc1cc(=O)oc2cc(OCC(=O)N(C)C3(C#N)CCCCC3)ccc12 | 3.7%
N#Cc1ccc(C(C(=O)NC2CCCCC2)n2c(=O)c(-c3ccccc3)nc3ccccc32)cc1 (stereo not given) | -5.3%
CCCCCc1ccc(-c2ccc(C#N)cc2)nc1 | ?
N#Cc1ccc(C(=O)N2CCCCCCNC(=O)[C@@H]3C[C@@H](c4nc(-c5cccnc5)no4)C[C@@H]32)cc1 | 48.2%[activator]

This is a subset; rates above refer to the full screens.
